Assay outcomes from PubChem BioAssay.
Giardia FBPA inh: blocks Giardia fructose-bisphosphate aldolase activity; A8B2U2; Potency, µM (titrated, usually from 59.6 µM), without a hit: at the highest dose activity, negative = inhibition, usual class: inhibitors; hit rate 0.71% among 290,000; purified Giardia FBPA; also: potency is read from the fitted curve at half-maximal effect; % is scaled to controls: 0 for no effect and ±100 for the full control effect; nearly all actives have a fitted effect of over 55% in size
Target sequence (A8B2U2 whole entry, looked up): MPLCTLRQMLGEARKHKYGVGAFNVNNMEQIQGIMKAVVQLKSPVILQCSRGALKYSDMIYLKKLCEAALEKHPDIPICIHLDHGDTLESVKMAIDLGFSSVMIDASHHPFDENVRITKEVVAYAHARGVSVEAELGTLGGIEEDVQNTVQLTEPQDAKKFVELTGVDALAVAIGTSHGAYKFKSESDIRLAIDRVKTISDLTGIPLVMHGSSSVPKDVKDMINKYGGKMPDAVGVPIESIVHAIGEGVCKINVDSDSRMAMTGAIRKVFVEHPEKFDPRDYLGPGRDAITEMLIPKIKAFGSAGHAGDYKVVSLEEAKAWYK
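Giardia FBPA (40 nM reagent) was preincubated 10 min at RT with compound (up to 57.5 uM final), then substrate plus GAPDH/TPI/NAD/arsenate coupling system with diaphorase/resazurin was added; resorufin fluorescence (525/598 nm) was read after 20 min.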
Shiga toxin inh: inhibitors of Shiga toxin in Vero cells | hit rate 9.2% among 290,000 | Vero cells, Shiga toxin protein synthesis inhibition reporter | inhibition, % at 38.7 µM | AID 2315; in the data active = inhibition mostly above about 28%, no sharp cut-off; inactive = mostly below about 43%; also: 0% is about no effect
HCMV antiviral: blocks human cytomegalovirus replication. HFF cells, HCMV-luciferase reporter, 72 h; active compounds read low. activity change, negative = inhibition, % at 57.5 µM. hit rate 4.5% among 410,000; in the data active = activity change below about -60%; inconclusive = no clear call, values can overlap the other calls; inactive = above about -39%; also: % is scaled to controls: 0 for no effect and ±100 for the full control effect
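Two compound doses tested in HFFs infected with HCMV-luciferase, MOI 1 PFU/cell, 72 h at 37C. Lysate luminescence read with OneGlo; data normalized against buffer-only and 10uM Salinomycin inhibitor controls.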
AmpC no deterg: AmpC beta-lactamase inhibition without detergent; P00811; AmpC nitrocefin hydrolysis, absorbance 480 nm, 0.0001% Triton; Potency, µM (series often up to 57.1 µM), for inactives: top-dose activity change, negative = inhibition, actives largely listed as inhibitors; hit rate 0.52% among 330,000; AID 485341;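 also: potency is read from the fitted curve at half-maximal effect; plate controls were no compound for no effect and no enzyme for full effect; nearly all actives have a fitted effect of over 20% in size; some results filed as inactive show a strong effect at the top dose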
Target sequence (P00811 whole entry, looked up): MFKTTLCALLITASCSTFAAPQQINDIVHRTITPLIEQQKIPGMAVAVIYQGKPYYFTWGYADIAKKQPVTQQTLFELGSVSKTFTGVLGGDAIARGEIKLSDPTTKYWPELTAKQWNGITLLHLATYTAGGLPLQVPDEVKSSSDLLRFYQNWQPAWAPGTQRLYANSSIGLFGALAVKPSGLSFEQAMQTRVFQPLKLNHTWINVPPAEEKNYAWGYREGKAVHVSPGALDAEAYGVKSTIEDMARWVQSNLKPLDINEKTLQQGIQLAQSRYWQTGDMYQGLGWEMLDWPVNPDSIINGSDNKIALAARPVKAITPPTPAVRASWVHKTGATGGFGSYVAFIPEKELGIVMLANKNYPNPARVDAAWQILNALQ
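20 mM phosphate pH 7.0 + 0.01% (detergent screen) or 0.0001% Triton X-100; 5.3 nM AmpC reagent; cpd preinc 15 min RT; nitrocefin (800 uM stock) to start; A480 q20 s × 4 min; Activity was normalised to no-enzyme and no-compound control wells.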
AMA1-RON2 inh: AMA1-RON2 (P. falciparum) interaction inhibition; AID 720542; Potency, µM (doses to about 58.2 µM), for the others: top-dose activity change, negative = inhibition, usual class: inhibitors; hit rate 0.2% among 360,000; AlphaScreen AMA1-biotinylated RON2 peptide binding;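 also: potency is read from the fitted curve at half-maximal effect; 0% = vehicle wells and -100% = peptide control; nearly all actives have a fitted effect of over 45% in size; some results filed as inactive show a strong effect at the top dose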
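AMA1 (3D7) with his tag at 25 nM final met compounds first, then biotinylated RON2 peptide at 25 nM; detection used donor plus acceptor beads, 10 µg/mL apiece, read by AlphaScreen after 30 min at room temperature.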
AmpC detergent: inhibitors of E. coli AmpC beta-lactamase with detergent | hit rate 0.041% among 370,000 | P00811 | Potency, µM (highest dose often 114 µM), for inactives: at the highest dose activity change, negative = inhibition, actives largely listed as inhibitors | AmpC hydrolysis of nitrocefin, absorbance 480 nm, 0.01% Triton;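 also: potency is read from the fitted curve at half-maximal effect; 0% = no-compound wells and -100% = no-enzyme wells; nearly all actives have a fitted effect of over 25% in size; some results filed as inactive show a strong effect at the top dose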
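AmpC (5.3 nM in the dispensed reagent) in 20 mM phosphate pH 7.0 with 0.01% (detergent screen) or 0.0001% Triton X-100 was preincubated with compounds for 15 min at room temperature. Nitrocefin was then added from an 800 uM solution, and hydrolysis was followed at 480 nm.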
Cycloheximide cs: counter-screen for Shiga toxin inhibitors: cycloheximide protein synthesis inhibition | cell reporter, cycloheximide protein synthesis inhibition counterscreen | max response, % | hit rate 12% among 300,000; in the data active = max response mostly above about 13%, no sharp cut-off; inactive = mostly below about 14%; also: read at 38.3 µM for the half of the compounds with a filed dose; 0% is about no effect
* = called active by the depositor; ? = inconclusive; nt = not tested or not shown; & = joins results of further samples; [ ] = remark or other dose. Unless noted, calls follow the shape of the dose curve; as a rule, active = well fitted curve in the direction sought with a large enough effect; inconclusive = small, poorly fitted or top-dose-only effect, or another doubt; inactive = no such curve, though single readings can be large; an effect the other way counts as inactive or inconclusive.

SMILES	Giardia FBPA inh	Shiga toxin inh	HCMV antiviral	AmpC no deterg	AMA1-RON2 inh	AmpC detergent	Cycloheximide cs
CCOC(=O)CSCC(NC(=O)OC(C)(C)C)C(=O)OCC (stereo unspecified)	2%	12	2	-13%	-7%	-5%	1
CC(=O)Nc1ccc(SCC(=O)Nc2ccccc2N2CCOCC2)cc1	nt	nt	-25	-3%	-28%	nt	nt
Cc1ccc(C(=O)NCCN2C3=NC[C@@H](Cc4ccccc4)N3C[C@H]2Cc2ccc(O)cc2)cc1Br	5%	-16	?	21%	-6%	-7%	-2
CCN(C(=O)Cc1c(C(=O)O)[nH]c2ccccc12)c1cc(OC)ccc1OC	2%	4	49	-31%	4%	?	-2
CN(CCO)CC(O)Cn1cnc2c1c(=O)n(C)c(=O)n2C (stereo unspecified) (tested in a mixture with another compound)	-5%	-10	nt	-22%	0%	-11%	-2
CCN(CC)C(=O)COc1coc(CN2CCN(c3ccc(F)cc3)CC2)cc1=O	nt	-8	-34	42%	-3%	-14%	-3
O=[N+]([O-])c1ccc(N2CCN(Cc3ccc(Br)o3)CC2)cc1	?	-2	6	-7%	?	-1%	-1
COc1cccc(CCN2CCC(CNS(=O)(=O)c3cc(-c4cc(C)no4)ccc3C)CC2)c1	nt	25	0	99%[activator]	-17%	0%	-4
O=C(Nc1cccc(O)c1)c1cnn2cccnc12	3%	101*	310	-6%	-2%	0%	40*
O=C(/C=C/c1ccccc1O)c1ccc(Cl)cc1	-9%	58*	32	-40%	-8%	5%	41*
Cc1nn(CC(=O)OCC(=O)c2ccc(OC(F)F)cc2)c(C)c1[N+](=O)[O-]	nt	nt	-7	-12%	19%	1%	nt
COc1ccc(C2=NN(C(=O)c3cccs3)C(c3ccccc3OC)C2)cc1OC (stereo unspecified)	-3%	-1	-38	-8%	-12%	2%	-1
O=C(NCCN1CCOCC1)c1cc(-c2cccc(O)c2)on1	-1%	23	19	-14%	1%	-13%	10
CCOC(=O)C1=C(C)N(C[C@@H]2CC[C@@H](Cc3ccc(-c4ccccc4)cc3)O2)C(=O)NC1c1cccc([N+](=O)[O-])c1 (stereo partly specified)	nt	nt	-27	-29%	-7%	nt	nt
Cc1nc2ccccc2c(=O)n1CCCn1ccnc1	0%	2	23	?	-11%	1%	-2

Reprinted from the part before: 2 entries, then new ones.
SMILES	Giardia FBPA inh	Shiga toxin inh	HCMV antiviral	AmpC no deterg	AMA1-RON2 inh	AmpC detergent	Cycloheximide cs
CCOC(=O)C1=C(C)N(C[C@@H]2CC[C@@H](Cc3ccc(-c4ccccc4)cc3)O2)C(=O)NC1c1cccc([N+](=O)[O-])c1 (stereo partly specified)	nt	nt	-27	-29%	-7%	nt	nt
Cc1nc2ccccc2c(=O)n1CCCn1ccnc1	0%	2	23	?	-11%	1%	-2
O=C(NC1CC1)C1=C[C@@H](C2CCCCC2)C[C@@H](OCCCCO)O1	5%	-6	2	71%[activator]	7%	8%	0
COC(=O)C1=CN(c2ccc(F)c(F)c2)C=C(C(=O)OC)C1c1ccc([N+](=O)[O-])cc1	0%	4	28	0%	-7%	-10%	4
CNC(=O)COC(=O)c1cc2c(C)nn(-c3ccc(F)cc3)c2s1	0%	-12	8	-10%	1%	3%	-1
COc1ccccc1-n1c(SCC(=O)NC2CCCC2)nc2cccnc21	3%	36	33	-8%	2%	?	-2
COc1ccc(S(=O)(=O)N2CCCC(C(=O)NCc3ccc4c(c3)OCO4)C2)cc1 (stereo unspecified)	0%	-6	?	-8%	1%	3%	-10
O=C(Nc1ccc(F)cc1F)c1ccc2ncsc2c1	-2%	97*	23	-27%	-2%	-5%	63*
COc1ccc(/C=N/Nc2nnc(Cc3ccccc3)c(=O)[nH]2)cc1OC	1%	7	22	-26%	17%	3%	11
COc1ccc(C(CC(=O)N2CCN(c3ccccc3)CC2)c2c(O)cc(OC)cc2OC)cc1 (stereo unspecified)	-12%&-8%	-1&-13	9	40%	?	-8%	1&-2
CCCNC(=O)C(=O)NCc1ccccn1	-2%	21	-25	-11%	57%[activator]	-11%	-4
CC1(C)CC(=O)c2cc(C(=O)NCc3ccco3)c(=O)n(-c3ccc(Cl)cc3)c2C1	0%	-22	35	89%[activator]	-14%	-8%	4
CC(C)Cn1c(-c2cccs2)nc2ccccc21	-14%	-13	-34	-19%	-4%	-7%	11
CCCC(C(=O)NNC(=O)c1cc(C)oc1C)c1ccccc1 (stereo unspecified)	nt	nt	1	-21%	66%[activator]	nt	nt
O=C(CBr)N1CCc2ccccc2C(c2ccccc2)C1 (stereo unspecified)	-11%	27	19	2%	-5%	-2%	8
CCOC(=O)Cn1c(=O)c2c(nc(Br)n2Cc2ccccc2)n(C)c1=O	-9%	19	nt	41%	nt	?	1
COc1ccc2cc3cc(C(=O)NCCCN4CCc5ccccc5C4)sc3nc2c1	?	71*	80	-19%	0%	-6%	35*

Copied from the list.
`O=C(CBr)N1CCc2ccccc2C(c2ccccc2)C1` (stereo unspecified) in Giardia FBPA inh = -11%
`COc1ccccc1-n1c(SCC(=O)NC2CCCC2)nc2cccnc21` in Giardia FBPA inh = 3%

The results go on:
SMILES	Giardia FBPA inh	Shiga toxin inh	HCMV antiviral	AmpC no deterg	AMA1-RON2 inh	AmpC detergent	Cycloheximide cs
NS(=O)(=O)c1ccc(CCNC(=O)CSc2ccc([N+](=O)[O-])cc2)cc1	9%	-19	-40	-22%	-6%	?	19
COC(=O)c1cn(CC(=O)Nc2ccc(OC)cc2)c2ccccc12	4%	nt	2	-22%	-4%	-13%	-3
O=C1CN(C(=O)COC(=O)c2oc3ccccc3c2COc2ccccc2)c2ccccc2N1	0%	0	-19	-17%	29%	4%	1
CC(C)(Cc1cc(CC(C)(C)C(=O)O)cc(C(C)(C)C)c1)C(=O)O	-13%	11	8	-25%	-3%	2%	6
O=S(=O)(c1ccc(-c2ccccc2)cc1)N1CCCCC1	-3%	4	17	-11%	-14%	-13%	-2
N=C1/C(=C\c2coc3ccc(O)cc3c2=O)C(=O)N=C2SC=CN12	-29%	-2	-17	-54%	37%[activator]	-7%	3
CCOC(=O)C1CCN(C(=O)CN(C)S(=O)(=O)c2ccc3c(c2)c(=O)n(C)c(=O)n3C)CC1	-10%	9	-33	6%	-2%	?	-5
COc1ccc2c(c1)N(C)/C(=C1/SC(=NCc3ccccc3)N(c3ccccc3)C1=O)S2	0%	14	16	?	-2%	3%	-2
C=CCNC(=O)c1c(Cl)cnn1-c1ccc(C)cc1	2%	69*	40	-21%	20%	-7%	44*
COc1ccc(COC(=O)c2n[nH]c3ccccc23)cc1F	-5%	53*	96	-30%	2%	-1%	67*
O=C1CCCN1CCCNC(=S)Nc1ccc(Cl)cc1Cl	0%	13	-32	-32%	-17%	6%	8
O=[N+]([O-])c1ccc2c(c1)Nc1nc3ccccc3nc1N2	19%	119*	89	73%	-4%	-4%	23*
CN1CCN(Cc2nc3cc(NC(=O)COc4ccc([N+](=O)[O-])cc4)ccc3n2C)CC1	nt	-2	19	-5%	8%	3%	-4
O=P(CCO)(c1ccccc1)c1ccccc1	1%	-7	30	2%	-2%	3%	-6
O=C(CSc1nc2ccccc2s1)NC1CCS(=O)(=O)C1 (stereo unspecified)	4%	11	56	-13%	-20%	-13%	-1

Continued (4 carried over from the part before).
SMILES	Giardia FBPA inh	Shiga toxin inh	HCMV antiviral	AmpC no deterg	AMA1-RON2 inh	AmpC detergent	Cycloheximide cs
O=[N+]([O-])c1ccc2c(c1)Nc1nc3ccccc3nc1N2	19%	119*	89	73%	-4%	-4%	23*
CN1CCN(Cc2nc3cc(NC(=O)COc4ccc([N+](=O)[O-])cc4)ccc3n2C)CC1	nt	-2	19	-5%	8%	3%	-4
O=P(CCO)(c1ccccc1)c1ccccc1	1%	-7	30	2%	-2%	3%	-6
O=C(CSc1nc2ccccc2s1)NC1CCS(=O)(=O)C1 (stereo unspecified)	4%	11	56	-13%	-20%	-13%	-1
CCc1ccccc1N(C(C)=O)c1nc(CN=C=S)cs1	-1%	-5	-12	-7%	-23%	?	1
CCc1ccc(CNC(=O)C2Cc3cc(S(=O)(=O)N4CCCC4)ccc3N2C(C)=O)cc1 (stereo unspecified)	nt	4	14	84%[activator]	0%	-2%	-3
COc1ccc2c3n(nc2c1)CCN=C3c1ccc(C)cc1	nt	nt	46	87%[activator]	-5%	?	nt
COc1cc(NC(=O)c2noc(C)c2[N+](=O)[O-])c(OC)cc1Cl	nt	6	28	0%	-3%	2%	5
CCS(=O)(=O)N1CCC(C(=O)N2CCOCC2)CC1	-1%	-7	11	-13%	-5%	2%	-1
Nc1ncnc2c1ncn2[C@@H]1O[C@H](CNCc2ccc(OCC(=O)Nc3nccs3)cc2)[C@@H](O)[C@H]1O	nt	nt	-24	-24%	1%	nt	nt
COc1cc2nc(CN(C)Cc3nc4ccccc4c(=O)[nH]3)[nH]c(=O)c2cc1OC	?	-15	76	-4%	97%[activator]	-7%	-6
Cc1ccc(NC(=O)CCNS(=O)(=O)c2ccccc2F)cc1S(=O)(=O)N1CCOCC1	nt	nt	?	-19%	-4%	?	nt
CCCCCCCCCCCCCCCCCC(=O)OCC(C)O (stereo unspecified)	-11%	-2	nt	nt	nt	nt	-2
CC(C)C(=O)Nc1ccnc(-c2cccnc2)n1	5%	-9	-19	-18%	0%	-11%	-2
